RXFP1 agonist – qHTS Assay for Agonists of the Relaxin Receptor RXFP1 | Relaxin receptor 1 (Homo sapiens), Q9HBX9 | Potency, µM (highest dose often 57.5 µM), without a hit: at the highest dose activation, actives largely listed as activators | 0.3% of 370,000 active | AID 2676, 2010 | HEK293T-RXFP1 cAMP TR-FRET, 30 min; response scale: percent of porcine relaxin response, buffer zero; note: potency is the fitted concentration of half-maximal effect; % is set by controls: 0 for no effect and ±100 for the full control effect; nearly all actives have a fitted effect of over 60% in size; many of its hits are not listed in these tables
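Agonist response is measured as cAMP accumulation in an RXFP1-transfected HEK293T line under PDE4 inhibition. Values are scaled between buffer-only and 29 nM porcine relaxin, and EC50s come from standard Hill equation fits.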
Glioma ERSR ind – qHTS for Inducers of the Endoplasmic Reticulum Stress Response (ERSR) in Human Glioma: qHTS | U87-MG GRP78 promoter luciferase reporter, 16 h | Potency, µM, without a hit: at the top dose activation, actives largely listed as activators | 0.02% of 420,000 active | AID 602332, 2012; note: potency is the fitted concentration of half-maximal effect; series mostly up to about 76 µM; % of control where 0% means no effect; nearly all actives have a fitted effect of over 35% in size
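Stably transfected U87-MG glioma cells carrying a GRP78-based luciferase sensor; 16 h compound incubation. Luminescence end-point read 10 min after Bright-Glo addition at room temperature.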
Vif-A3G inh – qHTS for Inhibitors of Vif-A3G Interactions: qHTS | DNA dC->dU-editing enzyme APOBEC-3G (Homo sapiens), Q9HC16 | Potency, µM (top dose mostly 46.1 µM), inactives show at the highest dose activity, negative = active, most hits filed as inhibitors | AID 602310, 2012 | HeLa A3G-eYFP + Vif (tagged APOBEC3G with the HIV-1 protein that degrades it), YFP fluorescence, overnight | 0.076% of 410,000 active;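 note: potency is the fitted concentration of half-maximal effect; % is set by controls: 0 for no effect and ±100 for the full control effect; nearly all actives have a fitted effect of over 60% in size; hits raise eYFP signal because A3G escapes Vif-driven loss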
Target sequence (Q9HC16 whole entry, looked up): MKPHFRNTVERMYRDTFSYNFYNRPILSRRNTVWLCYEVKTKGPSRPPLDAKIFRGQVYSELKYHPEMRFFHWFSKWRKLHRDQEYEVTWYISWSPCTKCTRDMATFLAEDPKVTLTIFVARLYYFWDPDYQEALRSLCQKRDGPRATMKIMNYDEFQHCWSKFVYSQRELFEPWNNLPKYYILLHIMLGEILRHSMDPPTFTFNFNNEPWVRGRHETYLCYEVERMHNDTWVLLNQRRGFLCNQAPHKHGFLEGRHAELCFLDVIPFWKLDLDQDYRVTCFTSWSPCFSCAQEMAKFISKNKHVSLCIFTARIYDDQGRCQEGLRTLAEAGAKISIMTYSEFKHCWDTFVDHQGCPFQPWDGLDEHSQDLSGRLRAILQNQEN
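Read-out is eYFP fluorescence (Ex 488/Em 500-530) from Vif-expressing HeLa A3G-eYFP cells; more signal means A3G escaped Vif-mediated degradation. Cells plated overnight, compound pinned in, incubated overnight at 37 deg C.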
D1 potentiator – Potentiators of Human D1 Dopamine Receptor: qHTS; D(1A) dopamine receptor (Homo sapiens), P21728; HEK293 TREx D1 cells, calcium flux, dopamine EC20 potentiation; potentiation, % at 10 µM; 0.036% of 360,000 active; in the data active = potentiation above about 30%; note: 0% is about no effect
D1 ag – Allosteric Agonists of the Human D1 Dopamine Receptor: qHTS; D(1A) dopamine receptor (Homo sapiens), P21728; HEK293 T-REx D1 cells, calcium flux, agonist mode; activation, % at 2 µM; 1% of 360,000 active; AID 504660, 2011; in the data active = activation above about 30%; note: 0% is about no effect
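Tetracycline-induced HEK293 TREx D1 cells, force-coupled to calcium signalling, were dye-loaded with a no-wash calcium kit. Compound was pin-added after a 10 s baseline. Fluorescence was read kinetically at 1 cycle/s for 180 s, with calcium rises flagged as agonism.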
Vif-A3F inh – qHTS for Inhibitors of Vif-A3F Interactions: qHTS. Potency, µM (highest dose often 46.1 µM), inactives show at the highest dose activity, negative = active. 0.2% of 390,000 active. HeLa A3F-eYFP + Vif (tagged APOBEC3F with the HIV-1 protein that degrades it), YFP fluorescence increase; note: potency is the fitted concentration of half-maximal effect; % of control where 0% means no effect; nearly all actives have a fitted effect of over 65% in size
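HeLa cells stably expressing Vif plus C-terminally eYFP-tagged A3F were seeded, incubated overnight at 37 deg C, dosed with compound, incubated overnight again at 37 deg C. Yellow fluorescence (Ex 488/Em 500-530) reported blocked Vif-mediated A3F-eYFP degradation.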
D1 antag – Antagonist of Human D 1 Dopamine Receptor: qHTS; HEK293 TREx D1 cells, calcium flux, dopamine EC80; active compounds read low; activity change, negative = inhibition, % at 10 µM; D(1A) dopamine receptor (Homo sapiens), P21728; 3.2% of 360,000 active; in the data active = activity change below about -30%; note: % is set by controls: 0 for no effect and ±100 for the full control effect
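Antagonism measured as reduced calcium response to an EC80 dopamine addition following 180 s compound pre-read; cells were inducible HEK293 Trex D1 plated overnight at 30 C, read kinetically at 1 cycle/sec.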
LDHA inh – qHTS assay for inhibitors of human lactate dehydrogenase; L-lactate dehydrogenase A chain (Homo sapiens), P00338; purified LDHA, NADH/diaphorase-resazurin fluorescence; active compounds read low; activity change, % (values are at about 110 or 230 µM); 0.15% of 480,000 active; in the data active = activity change below about -30%; inconclusive = mostly about -25% to -30%;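 note: plate controls were DMSO wells for no effect and wells without enzyme for full effect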
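Human LDH5 at 2 nM final in Tris HCl pH 7.4 with 0.06 mM NADH and 0.2 mM pyruvate, reacted 5 minutes at room temperature. Remaining NADH coupled via diaphorase/resazurin; resorufin fluorescence read at 0 and 20 minutes, normalized to enzyme-free and DMSO wells.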
D2 potentiator – HTS Assay for Positive Allosteric Modulators of the Human D2 Dopamine Receptor: Primary Screen for Potentiators. 0.34% of 340,000 active. potentiation, % at 10 µM. D(2) dopamine receptor (Homo sapiens), P14416. AID 485347, 2010. HEK293 T-REx D2, calcium flux, EC20 dopamine potentiation;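 active = potentiation over 3 SD above the plate norm, cut at about 30% in these data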; note: 0% is about no effect
Target sequence (P14416 whole entry, looked up): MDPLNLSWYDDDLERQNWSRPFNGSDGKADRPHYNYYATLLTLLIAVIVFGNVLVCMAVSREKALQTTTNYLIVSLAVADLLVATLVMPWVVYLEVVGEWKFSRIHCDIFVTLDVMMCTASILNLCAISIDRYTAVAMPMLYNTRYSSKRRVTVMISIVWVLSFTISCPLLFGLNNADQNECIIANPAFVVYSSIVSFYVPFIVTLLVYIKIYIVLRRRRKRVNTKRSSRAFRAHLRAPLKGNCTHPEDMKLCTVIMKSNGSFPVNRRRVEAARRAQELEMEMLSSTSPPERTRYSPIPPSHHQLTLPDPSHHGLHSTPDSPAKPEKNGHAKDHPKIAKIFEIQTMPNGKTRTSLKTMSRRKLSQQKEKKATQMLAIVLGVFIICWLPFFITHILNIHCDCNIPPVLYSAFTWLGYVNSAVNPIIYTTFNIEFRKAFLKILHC
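Calcium flux readout, no-wash dye, 1 read/s. Inducible HEK293 Trex D2 line, overnight 30 C. Compound alone 180 s (agonist flags), then EC20 dopamine, another 180 s to score potentiation.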
Active calls of the source: *; ? = inconclusive; · = not tested or not shown; & = joins results of further samples. Unless noted, calls come from the whole dose curve; as a rule, active = well fitted curve in the direction sought with a large enough effect; inconclusive = small, poorly fitted or top-dose-only effect, or another doubt; inactive = no such curve, though single readings can be large; an effect the other way counts as inactive or inconclusive. Some of the compounds tested; the hit share may differ from the screen's.

SMILES	RXFP1 agonist	Glioma ERSR ind	Vif-A3G inh	D1 potentiator	D1 ag	Vif-A3F inh	D1 antag	LDHA inh	D2 potentiator
COc1cccc(NC(=O)COc2ccc(Br)c(C)c2)c1	-1.1%	1.8%	5.1%	-5.2	2.0	2.1%	-36.5*	-0.9	-12.7
COc1ccc(C(=O)Nc2ccc(Cc3ccncc3)cc2)cc1Br	0.8%	4.8%	-12.5%	1.9	4.1	6.4%	2.4	-1.5	-0.8
CN(C)C(=O)CSc1nc2cc(S(=O)(=O)N3CCOCC3)ccc2o1	·	-2.1%	0.0%	·	·	3.2%	·	-1.7&-9.6	·
Cc1cccc(NC(=S)N2CCCC(c3nc4ccccc4[nH]3)C2)c1 (centres undefined)	-0.7%	4.6%	-5.0%	-0.1	0.9	-2.0%	12.9	-1.9	-6.2
COc1cccc(-n2nnc3c(=O)n(Cc4cccc(C)c4)cnc32)c1	-0.8%	3.2%	-0.5%	-13.3	7.7	-3.2%	-15.7	-11.1	13.9
CN1N=C(C(C)(C)C)CSC1=Nc1ccccc1	1.2%	-6.9%	0.4%	9.2	1.4	-16.7%	1.5	-2.1	4.8
CCOC(=O)N1C(=O)NC(=O)C1c1ccc(Cl)cc1 (centres undefined)	·	0.9%	-0.2%	·	·	13.8%	·	-1.0	·
CCc1cccc(NC(=O)COC(=O)C2COc3ccccc3O2)c1 (centres undefined)	·	-2.3%	-1.4%	·	·	-1.2%	·	-7.4	·
O=C(C1CCN(S(=O)(=O)c2cccc3cccnc23)CC1)N1CC=C(c2ccccc2)CC1	0.5%	·	·	-1.5	0.8	·	-43.6*	·	-13.9
NS(=O)(=O)c1ccc(N=Nc2c(O)[nH]c3ccc(Br)cc23)cc1	-1.0%	-3.4%	-13.5%	-5.0	10.9	?	10.3	-1.2	11.4
COc1ccccc1-c1oc2ccccc2c1C#CC(C)(C)O	3.4%	-2.9%	-8.4%	-5.9	-2.2	-5.3%	·	-0.6	-18.1
Cc1cccc(C2NC(=O)c3c(sc4c3CCN(C)C4)N2)c1O (centres undefined)	1.3%	0.0%	4.8%	0.3	11.4	0.2%	21.5	-1.6	-16.6
COc1ccc(C2C(C(C)=O)=C(Nc3ccccc3)CC(C)(O)C2C(C)=O)cc1OC (centres undefined)	-1.8%	-4.6%	-7.5%	-0.6	-2.2	0.9%	-4.1	15.4	11.9
CS(=O)c1ccccc1O (centres undefined)	-2.5%	-4.6%	2.0%	-0.6	-2.0	5.7%	26.7	-8.6	-4.0
Clc1nc(NC2CCCCC2)c2cn[nH]c2n1	·	-4.1%	-6.6%	·	·	0.9%	·	-8.3	·
CC(C)c1ccc(NC(=O)CN2C(=O)COc3ccc(S(=O)(=O)Nc4ccccc4)cc32)cc1	-0.7%	-1.4%	1.4%	0.0	9.7	-1.5%	-2.6	-1.0	1.5
COc1ccc(OC)c(NC(=O)CCN2CC(C)CC(C)C2)c1 (centres undefined)	-5.7%	2.6%	-0.1%	-4.4	1.4	10.2%	4.9	3.3	·
COc1ccccc1C(=O)NCCn1cc(SCC(=O)Nc2nnc(C)s2)c2ccccc21	0.6%	-2.6%	0.7%	5.0	0.8	-1.3%	0.8	0.6	-0.9
O=c1cc2c(nn1Cc1ccccc1)-c1ccccc1CC2	9.3%	0.8%	0.0%	0.9	0.8	-19.4%	-2.0	-10.6	3.1
Cc1cccc(-c2noc(Cc3ccccc3)n2)c1	2.2%	5.4%	-5.0%	-1.6	6.8	-22.4%	2.3	-3.5	-5.3
COC(C[C@H](O)C[C@@H](O)[C@H](C)OCc1ccccc1)OC	1.4%	-0.8%	1.1%	-5.3	1.9	-0.5%	-13.7	-5.2	3.9
C=CCn1c(=O)c(C(=O)Nc2ccc(C)cn2)c(O)c2ccccc21	3.2%	1.7%	5.1%	-1.6	19.9	4.0%	-7.7	-7.5	11.9
Cc1cccnc1NC(=O)c1ccccc1NC(=O)C(C)(C)C	1.0%	-5.1%	-1.7%	-3.5	3.0	5.4%	-15.0	-10.3	12.2
O=C(Nc1cccnc1Cl)C1c2ccccc2Oc2ccccc21	0.3%	-1.9%	-6.4%	-2.2	9.6	-6.6%	52.3	-0.4	2.6
O=C(CSc1nc2ccccc2c(=O)n1NC(=O)Cc1ccccc1)NCc1ccco1	-0.3%	-2.2%	-9.5%	-2.5	2.0	-0.1%	-26.6	4.7	-2.4
C=CCSc1nc(N)c(NC(=O)c2ccco2)c(=O)[nH]1	·	-1.2%	0.4%	·	·	-3.1%	·	-8.9	·
CCn1c(SCC(=O)N2c3ccccc3CC2C)nnc1-c1ccco1 (centres undefined)	·	-1.2%	-5.6%	·	·	-12.6%	·	-2.5	·
C[C@@H](N)C(=O)N[C@H]1CCC2C3CC=C4C[C@@H](O)CC[C@]4(C)C3CC[C@@]21C (some centres undefined)	·	-1.0%	2.6%	·	·	-4.3%	·	-5.6	·
Cc1nccc(-c2ccc3c(c2)OCO3)n1	-0.5%	2.4%	1.3%	2.8	3.1	4.2%	8.6	-5.7	0.0
NS(=O)(=O)c1ccc(N=Nc2c(O)c(C(=O)O)cc3ccccc23)cc1	-5.5%	2.7%	7.7%	0.1	0.3	-4.7%	-1.2	11.3	·
COc1ccc(/C(N)=N/OC(=O)Cc2ccccc2OC)cc1	0.3%	4.3%	0.8%	-1.1	17.4	3.6%	12.7	-6.2	11.1
c1ccc(N2CCN(c3ccc4nncn4n3)CC2)nc1	1.3%	-3.2%	0.9%	7.5	6.7	-3.9%	-6.2	-12.9	-1.2
O=C(CSc1ccccn1)Nc1nc2ccccc2s1	-2.6%	3.9%	-20.2%	-6.8	1.3	0.1%	-1.5	0.2	-0.7
CN(C)C(CNC(=O)Cc1cccc(C(F)(F)F)c1)c1ccco1 (centres undefined)	-2.0%	-3.3%	-0.3%	-2.0	5.0	-18.9%	-48.2*	6.1	-8.7
O=c1c2ccccc2[nH]c(=S)n1Cc1ccccc1	21.7%	-2.4%	-5.9%	-6.0	0.1	-14.7%	6.9	1.3	-8.6
COc1ccc(CCNC(=O)Nc2cccs2)c(OC)c1	0.0%	-2.0%	0.6%	1.2	2.6	-0.5%	-7.0	-4.6	8.4
CCN(C(=O)COC(=O)C1=COCCO1)c1c(N)n(Cc2ccccc2)c(=O)[nH]c1=O	2.2%	-5.3%	-0.9%	5.2	1.4	-5.6%	-1.2	-4.3	0.7
Cn1cc(C(=O)N/N=C/c2cccs2)c2ccccc21	-0.6%	2.3%	-14.4%	-1.6	0.3	-17.0%	-10.1	-13.2	7.2
O=C(N/N=C/c1cc(Cl)cc([N+](=O)[O-])c1O)c1ccccc1NS(=O)(=O)c1cccs1	-0.4%	-0.4%	11.8%	-3.0	4.0	-2.1%	-30.4*	1.0	-7.8
CCOc1ccc2[nH]c3c(N4CCc5ccccc5C4)ncnc3c2c1	4.9%	-7.9%	?	-2.2	0.1	5.6%	1.2	2.1	-5.6

An excerpt from above, limited to Vif-A3F inh, D1 ag and D1 antag.
Structure | Vif-A3F inh | D1 ag | D1 antag
CCn1c(SCC(=O)N2c3ccccc3CC2C)nnc1-c1ccco1 (centres undefined) | -12.6% | · | ·
C[C@@H](N)C(=O)N[C@H]1CCC2C3CC=C4C[C@@H](O)CC[C@]4(C)C3CC[C@@]21C (some centres undefined) | -4.3% | · | ·

Copied from the list.
`Cc1nccc(-c2ccc3c(c2)OCO3)n1` | D1 potentiator: 2.8
`CCn1c(SCC(=O)N2c3ccccc3CC2C)nnc1-c1ccco1` (centres undefined) | Vif-A3G inh: -5.6%
`O=C(N/N=C/c1cc(Cl)cc([N+](=O)[O-])c1O)c1ccccc1NS(=O)(=O)c1cccs1` | D1 ag: 4.0

Going on with the list.
SMILES	RXFP1 agonist	Glioma ERSR ind	Vif-A3G inh	D1 potentiator	D1 ag	Vif-A3F inh	D1 antag	LDHA inh	D2 potentiator
COCCNC(=S)NNC(=O)c1cc(C2CC2)nc2ccccc12	0.1%	-8.4%	-4.3%	-0.7	2.8	1.2%	-10.4	-0.9	2.5
COc1cc(/C=C2/C(=N)N3N=C(CC(=O)N4CCOCC4)SC3=NC2=O)ccc1OCc1ccc(F)cc1	1.1%	2.5%	-2.1%	-2.3	0.5	-6.3%	-7.2	-1.3	6.8
COC(=O)CN1C(=O)C2(C(C#N)=C(N)Oc3n[nH]c(-c4cccs4)c32)c2ccccc21 (centres undefined)	1.3%	-1.7%	-5.8%	-6.5	0.4	-1.5%	-2.7	15.1	-5.2
O=C(NCCOCc1ccc(Cl)cc1)c1ncn[nH]1	-1.4%	-5.3%	0.0%	-6.7	0.1	-30.1%	-15.0	-0.9	-5.4
COc1ccc(-c2cn3nc(N4CCCC(C(=O)Nc5ccccc5F)C4)sc3n2)cc1 (centres undefined)	-0.1%	-1.0%	2.9%	0.1	-0.5	10.4%	-5.8	-3.1	-12.7
O=C(CSc1nnc(COc2ccccc2)o1)c1ccccc1	-0.1%	-0.2%	-6.5%	-1.2	3.0	-1.1%	-12.9	-3.8	-4.2
COc1ccc(C)cc1NC(=O)COC(=O)c1ccc([N+](=O)[O-])o1	0.5%	-5.1%	-2.2%	2.2	-0.9	3.4%	-11.5	-5.4	-0.7
CCOC(=O)CCc1c(C)nc2c(c(C)nn2C(C)(C)C)c1C	-0.7%	-4.2%	1.8%	-0.1	-0.2	-4.9%	-10.4	0.4	4.7
O=C(N/N=C/c1cc(Cl)cc([N+](=O)[O-])c1O)c1ccc2c(c1)OCO2	1.1%	3.2%	-7.4%	12.4	-1.9	-15.2%	-12.4	0.0	-14.8

Assay outcomes: PubChem, National Center for Advancing Translational Sciences (NCATS)
